Compound activity (PubChem)
M18AAP inhibitor: blocks P. falciparum M18 aspartyl aminopeptidase. inhibition, % at 7.35 µM. recombinant PfM18AAP, H-Glu-NHMec fluorogenic cleavage. AID 1822. 290,000 tested, 1.2% active;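 active = inhibition above the campaign mean inhibition over all tested compounds plus 3 SD, cut at about 28% in these data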;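 note: 0% = plate median of test compound wells and 100% = 2 mM ZnCl2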
IMP-1 inhibitor: blocks Pseudomonas aeruginosa IMP-1 metallo-beta-lactamase. purified IMP-1, nitrocefin hydrolysis, epi-absorbance fluorescence. inhibition, % at 5.6 µM. 290,000 tested, 0.45% active. AID 1556;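 active = inhibition above the mean plus 3 SD of all compounds in the same screening run, cut at about 4.5% in these data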;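 note: 0% = IMP-1 with DMSO and 100% = DMSO wells lacking enzyme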
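System: Purified IMP-1 | Read-out basis: Percent enzyme inhibition | Controls: IMP-1 with DMSO as 0%, enzyme-free DMSO as 100% | Replicates: One well per compound | Doses: 5.6 µM nominal single concentration | Detection: Epi-absorbance fluorescence, 480 nm excitation, 530 nm emission | Incubation: 25 °C, 15 min preincubation, 25 min reaction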
IDE cell activ: boosts human insulin-degrading enzyme activity in HEK cells; AID 493087; 340,000 tested, 0.073% active; P14735; activation, % at 5.96 µM; FAbeta-B cleavage, fluorescence polarization; 0% vehicle, 100% cell-free pure enzyme wells;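 active = activation above the mean of all tested compounds plus 3 SD, set per screening campaign, cut at about 17% in these data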
IDE cell inh: inhibits human insulin-degrading enzyme in HEK cells; P14735; FAbetaB cleavage, fluorescence polarization; inhibition, % at 5.59 µM; 320,000 tested, 0.41% active; AID 434962;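 active = percent inhibition above the average of all tested compounds plus 3 SD, set per screening campaign, cut at about 16% in these data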;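 note: IDE supplied by intact live HEK cells; FP after avidin binding of uncleaved biotin substrate so inhibition keeps polarization high; 0% = DMSO wells and 100% = 60 µM reference IDE inhibitor Ii1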
pCIP destab: compounds decreasing mouse p/CIP protein stability; Q05BA5; F442A p/CIP-EGFP cells, EGFP fluorescence, 16 h; decrease of EGFP signal, % at 10 µM; 290,000 tested, 0.01% active; AID 1984;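 active = EGFP signal decrease of at least 30% at 10 µM or well 3 SD below plate mean, unless failing retest; inactive = the rest, including hits failing retest or dose response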; note: some compounds called inactive have numbers as strong as hits; many of its hits are not listed in these tables
Target sequence (Q05BA5 1-1403): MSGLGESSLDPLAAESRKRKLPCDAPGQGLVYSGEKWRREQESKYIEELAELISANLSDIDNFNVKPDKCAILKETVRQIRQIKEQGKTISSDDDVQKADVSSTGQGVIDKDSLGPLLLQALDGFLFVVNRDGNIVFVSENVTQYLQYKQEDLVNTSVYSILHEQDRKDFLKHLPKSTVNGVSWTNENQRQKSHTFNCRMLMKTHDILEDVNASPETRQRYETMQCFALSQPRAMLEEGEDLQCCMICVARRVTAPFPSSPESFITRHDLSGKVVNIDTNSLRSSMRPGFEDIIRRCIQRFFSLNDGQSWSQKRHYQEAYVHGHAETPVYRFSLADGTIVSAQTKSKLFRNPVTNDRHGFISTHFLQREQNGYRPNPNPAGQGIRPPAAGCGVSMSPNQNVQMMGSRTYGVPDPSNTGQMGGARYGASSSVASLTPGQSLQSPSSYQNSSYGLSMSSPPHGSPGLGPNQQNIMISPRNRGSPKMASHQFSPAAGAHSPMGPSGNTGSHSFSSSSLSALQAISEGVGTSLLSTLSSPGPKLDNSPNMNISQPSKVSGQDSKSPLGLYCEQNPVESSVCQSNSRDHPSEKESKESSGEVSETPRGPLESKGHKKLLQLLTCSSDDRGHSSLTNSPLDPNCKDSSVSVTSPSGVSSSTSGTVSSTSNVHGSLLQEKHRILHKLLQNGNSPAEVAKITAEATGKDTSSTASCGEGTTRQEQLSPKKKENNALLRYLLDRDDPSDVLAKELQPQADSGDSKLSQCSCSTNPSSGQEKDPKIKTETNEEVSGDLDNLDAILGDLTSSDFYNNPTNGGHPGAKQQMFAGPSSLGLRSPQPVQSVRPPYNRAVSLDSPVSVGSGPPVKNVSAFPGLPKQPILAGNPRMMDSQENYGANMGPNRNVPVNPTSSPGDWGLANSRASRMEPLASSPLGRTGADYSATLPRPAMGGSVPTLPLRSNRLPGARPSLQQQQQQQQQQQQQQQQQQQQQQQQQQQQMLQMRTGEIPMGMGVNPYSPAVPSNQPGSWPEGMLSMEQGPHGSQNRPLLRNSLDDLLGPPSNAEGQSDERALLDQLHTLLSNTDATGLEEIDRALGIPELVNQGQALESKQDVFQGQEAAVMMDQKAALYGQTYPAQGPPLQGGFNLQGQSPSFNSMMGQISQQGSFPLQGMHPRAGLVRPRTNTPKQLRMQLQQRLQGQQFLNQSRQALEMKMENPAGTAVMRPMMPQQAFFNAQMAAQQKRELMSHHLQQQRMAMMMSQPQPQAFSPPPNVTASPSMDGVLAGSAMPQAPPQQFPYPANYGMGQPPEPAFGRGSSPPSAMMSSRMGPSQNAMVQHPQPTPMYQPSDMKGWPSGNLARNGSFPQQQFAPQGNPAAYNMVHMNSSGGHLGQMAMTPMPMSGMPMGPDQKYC
GPR7 antagonist: human neuropeptides B/W receptor 1 antagonism; P48145; GPR7-expressing cells, fluorescence antagonist assay; inhibition, % at 4.4 µM; 290,000 tested, 1.1% active; AID 1861; in the data active = inhibition above about 16%, passing the limit was not always enough;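 note: cells stimulated with the agonist NPW; 0% = agonist with vehicle and 100% = vehicle without agonist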
VIM-2 inh: blocks Pseudomonas aeruginosa VIM-2 metallo-beta-lactamase; inhibition, % at 5.6 µM; AID 1527; purified VIM-2, nitrocefin hydrolysis, epi-absorbance fluorescence; 290,000 tested, 0.89% active;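 active = inhibition above the mean of all tested compounds plus 3 SD, cutoff set per screening run, cut at about 7.5% in these data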;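 note: red hydrolysis product quenches plate fluorescence so inhibitors raise well fluorescence; 0% = enzyme with DMSO and 100% = DMSO without enzyme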
NALP1 inh: inhibitors of NALP1 inflammasome in yeast; S. cerevisiae NALP1/ASC/caspase-1 growth, X-gal OD620, 72 h; 280,000 tested, 0.61% active; inhibition, % at 10 µM; in the data active = inhibition mostly above about 24%, no sharp cut-off; inactive = mostly below about 32%; note: some compounds called inactive have numbers as strong as hits
PHOSPHO1 block: blocks human PHOSPHO1 phosphatase activity | recombinant PHOSPHO1, absorbance phosphatase assay | 290,000 tested, 1.1% active | inhibition, % at 13.3 µM | AID 1565; in the data active = inhibition above about 60%
Numbers without * were called inactive; nt = no result given. Compounds as they come; any-hit rate near 5.3%.

Start of the data: the first 4 compounds, to show the layout:
1	CCC1=C(OC(=O)N(CC)CC)N2C(=O)OC(=NCCOC)[C@]2(Cc2ccccc2)[C@H]2C1=CC[C@H]1C(=O)N(C)C(=O)[C@H]12
2	COc1ccc(CNC(=S)NCc2ccc(F)cc2)cc1
3	COc1ccc(OC)c(NC(=O)C2CCN(C(=O)c3cccs3)CC2)c1
4	CC(C)C(=O)Nc1nnc(S(=O)(=O)N2CCCc3ccccc32)s1
entry no. | 1 | 2 | 3 | 4
M18AAP inhibitor | nt | 1 | -16 | 9
IMP-1 inhibitor | nt | -0.9 | -3.9 | -0.3
IDE cell activ | 6 | 8 | 5 | 2
IDE cell inh | -1 | -3 | 1 | -1
pCIP destab | -7 | -15 | 2 | -14
GPR7 antagonist | nt | -5 | 0 | 1
VIM-2 inh | nt | -2.7 | -2.4 | 5.1
NALP1 inh | nt | 4 | -1 | 25
PHOSPHO1 block | 13 | 23 | -16 | -37

Results (from the top)
1	CCC1=C(OC(=O)N(CC)CC)N2C(=O)OC(=NCCOC)[C@]2(Cc2ccccc2)[C@H]2C1=CC[C@H]1C(=O)N(C)C(=O)[C@H]12
2	COc1ccc(CNC(=S)NCc2ccc(F)cc2)cc1
3	COc1ccc(OC)c(NC(=O)C2CCN(C(=O)c3cccs3)CC2)c1
4	CC(C)C(=O)Nc1nnc(S(=O)(=O)N2CCCc3ccccc32)s1
5	CCOC(=O)Cn1nc(-c2ccccc2)c2ccccc2c1=O
6	Cc1nc(-c2nc(CC(=O)NNC(=O)c3ccc(Cl)cc3)cs2)cs1
7	CCOc1ccc(NC(=O)CSc2nnc(C)n2CCCOC)cc1
8	COc1ccccc1NC(=O)c1ccc(-c2ccc(Br)cc2)o1
9	COc1cc(NC(=O)c2cc3c(=O)n(C)c4ccccc4c3n2C)cc(OC)c1OC
10	CN(CC(=O)N1CC(=O)N(CCc2ccccc2)C(=O)C1)S(=O)(=O)c1cccc2nsnc12
entry no. | 1 | 2 | 3 | 4 | 5 | 6 | 7 | 8 | 9 | 10
M18AAP inhibitor | nt | 1 | -16 | 9 | 4 | 1 | 1 | 1 | 4 | -10
IMP-1 inhibitor | nt | -0.9 | -3.9 | -0.3 | 5.2* | 0.4 | -2.8 | 4.0 | -2.1 | -5.4
IDE cell activ | 6 | 8 | 5 | 2 | -2 | 3 | -6 | 3 | 2 | 2
IDE cell inh | -1 | -3 | 1 | -1 | -2 | 6 | 4 | -3 | -2 | -3
pCIP destab | -7 | -15 | 2 | -14 | 3 | -21 | -12 | -14 | -16 | 4
GPR7 antagonist | nt | -5 | 0 | 1 | -5 | -2 | -3 | 0 | -4 | -15
VIM-2 inh | nt | -2.7 | -2.4 | 5.1 | 1.0 | -1.6 | -1.0 | -1.5 | -1.8 | -1.1
NALP1 inh | nt | 4 | -1 | 25 | -2 | nt | 4 | 2 | 26 | 7
PHOSPHO1 block | 13 | 23 | -16 | -37 | -11 | 22 | -4 | 23 | -13 | 1

11	CCC(C)(C(=O)NC1CCCC1)N(C(=O)CNC(C)=O)c1ccc(C)cc1 (centres undefined)
12	S=C(NCCc1ccccc1)Nc1cnc2ccccc2c1
13	O=C(CC1SCCNC1=O)Nc1cccc(C(F)(F)F)c1 (centres undefined)
14	CCC(C)(C)n1nnnc1C(c1cc2cc3c(cc2[nH]c1=O)OCO3)N1CCCCC1 (centres undefined)
15	Cc1onc(-c2ccccc2Cl)c1C(=O)Nc1ccc(S(=O)(=O)NCC2CCCO2)cc1 (centres undefined)
16	Nn1cnc2scc(-c3ccco3)c2c1=O
17	CCCC(=O)Nc1cccc(NC(=O)c2ccccc2Br)c1
18	c1cc(-c2nsc(-c3ccncc3)n2)ccn1
19	O=C(CCC(=O)OCC(=O)c1cccc([N+](=O)[O-])c1)Nc1ccccc1Cl
20	COC(=O)C1=CN(C(C)C)C=C(C(=O)OC)C1c1cc(Br)c(OC)c(OC)c1
entry no. | 11 | 12 | 13 | 14 | 15 | 16 | 17 | 18 | 19 | 20
M18AAP inhibitor | -2 | 5 | 3 | 0 | 1 | 5 | 3 | 20 | -7 | -1
IMP-1 inhibitor | -1.7 | -1.6 | -1.2 | -1.8 | 2.2 | -2.7 | -3.3 | -0.4 | -5.0 | -2.4
IDE cell activ | 1 | -1 | 0 | -2 | 4 | 8 | 0 | 1 | 4 | 1
IDE cell inh | 2 | -3 | 5 | -5 | -3 | 4 | -2 | -2 | 3 | 3
pCIP destab | 12 | 1 | -2 | -7 | -1 | -6 | -10 | -10 | 4 | 11
GPR7 antagonist | -10 | -12 | -6 | 2 | 1 | -13 | 3 | -5 | -7 | -8
VIM-2 inh | -1.5 | -4.8 | -0.4 | -3.8 | -1.4 | -1.0 | -1.8 | 0.9 | -2.8 | -2.4
NALP1 inh | 1 | -3 | 1 | 3 | 12 | 17 | 30 | nt | -1 | -147
PHOSPHO1 block | -14 | -22 | 24 | 42 | 18 | 37 | -21 | -134 | 11 | 2

21	CCOC(=O)C1(CCCc2ccccc2)CCN(C(=O)CSC)CC1
22	Cc1ccc(C)c(NC(=O)CSc2c(C)n[nH]c2C)c1
23	O=C(NNC(=O)c1ccccc1Br)c1ccc(Cl)cc1
24	CC(=O)Nc1cccc(NC(=O)CSc2nc(C)c(C)c(C)c2C#N)c1
25	COc1cc(S(=O)(=O)N(Cc2cccnc2)Cc2cccc(OC)c2OC)ccc1-n1cnnn1
26	Cc1onc(-c2ccccc2)c1C(=O)Nc1cccc(C#N)c1
27	O=C(COc1ccccc1)Nc1cccc(-c2nc3ccccc3[nH]2)c1
28	CCN1CCN(C(=O)CCNC(=O)Cn2cnc3ccccc3c2=O)CC1
29	O=S(=O)(c1ccc(Br)cc1)N1CCC(c2nc3ccccc3[nH]2)CC1
30	Cc1cc(C(F)F)n2nc(C(=O)Nc3sc4c(c3C#N)CCC(C)C4)nc2n1 (centres undefined)
entry no. | 21 | 22 | 23 | 24 | 25 | 26 | 27 | 28 | 29 | 30
M18AAP inhibitor | -1 | 1 | 8 | -5 | -19 | 3 | 2 | -4 | 3 | -6
IMP-1 inhibitor | -2.0 | 0.5 | -0.3 | -3.8 | -2.8 | -1.9 | -3.1 | -1.5 | -4.7 | -1.4
IDE cell activ | 0 | 3 | -1 | 2 | 6 | 3 | 1 | 3 | -3 | 4
IDE cell inh | 4 | 3 | -3 | 0 | -2 | 1 | 11 | -3 | 5 | -4
pCIP destab | -13 | -6 | 19 | -10 | -10 | -10 | 0 | 1 | 1 | -6
GPR7 antagonist | 2 | -4 | 12 | -1 | -12 | -8 | -14 | -5 | 6 | -10
VIM-2 inh | -2.9 | 0.2 | 1.5 | -1.1 | -2.2 | -0.8 | -0.3 | -2.2 | -4.4 | -5.3
NALP1 inh | -4 | 9 | 20 | 23 | nt | 37 | 35 | 29 | 2 | 1
PHOSPHO1 block | 30 | -8 | -1 | -3 | 24 | 38 | -2 | 6 | 14 | 15

31	CCCN(CC1CC1)C(=O)CSc1ncnc2sc(C)c(C)c12
32	Cn1cnnc1SCC(=O)c1ccc2c(c1)OCO2
33	CCOC(=O)C1CCN(C(=O)c2ccccc2NC(=O)c2ccc(Cl)cc2)CC1
34	CC1CCCCN1C(=O)Cn1nnc(-c2cccnc2)n1 (centres undefined)
35	Cc1ccc(C)c(NC(=O)CCc2c(C)nn(-c3ccc(N4CCCCC4)nn3)c2C)c1
36	COc1ccc2c(c1)[nH]c(=O)c1sc3ccccc3c12
37	Cc1cc2nn(-c3ccccc3)nc2cc1NC(=O)c1cccs1
38	CCN(CC)S(=O)(=O)c1cccc(C(=O)N[C@H](C(=O)Nc2nc3ccc(F)cc3s2)C(C)C)c1
39	CCOC(=O)CSc1[nH]c2cc(OC)ccc2c1[N+](=O)[O-]
40	CC(=O)C1=NOC(CNc2ncc(C(F)(F)F)cc2Cl)C1 (centres undefined)
entry no. | 31 | 32 | 33 | 34 | 35 | 36 | 37 | 38 | 39 | 40
M18AAP inhibitor | 9 | 1 | -5 | -9 | -3 | -3 | 0 | -6 | 4 | 5
IMP-1 inhibitor | -4.0 | -4.3 | -4.2 | -0.4 | -2.0 | -3.5 | -1.2 | 0.0 | -2.8 | -2.4
IDE cell activ | 1 | 4 | 3 | 6 | 0 | -9 | 1 | -2 | 2 | 3
IDE cell inh | 3 | 7 | 0 | 1 | 0 | 8 | 7 | -5 | -2 | -4
pCIP destab | 8 | -3 | -2 | -17 | 7 | -4 | -8 | 1 | -25 | -18
GPR7 antagonist | 4 | 1 | -4 | -2 | -13 | -9 | 1 | -7 | -2 | -15
VIM-2 inh | 4.6 | -1.2 | -1.6 | 0.0 | -1.2 | -2.8 | -2.0 | -1.5 | -4.3 | -3.1
NALP1 inh | 7 | 0 | 30 | -10 | -9 | 8 | 19 | 20 | 15 | -9
PHOSPHO1 block | 2 | -3 | 0 | 2 | 43 | 53 | 16 | -5 | 24 | 34

41	CC1CC(C)CN(C(=O)c2ccc(N3CC4CC(C3)c3cccc(=O)n3C4)c([N+](=O)[O-])c2)C1 (centres undefined)
42	CC(=O)Nc1cccc(NC(=O)CS(=O)(=O)c2cn(CC(=O)N(C(C)C)C(C)C)c3ccccc23)c1
43	Cc1nc2c(C(=O)N3CCCCC3)cnn2c(C)c1Cc1ccccc1F
44	CCOc1ccc(C(=O)Nc2cc(S(=O)(=O)Nc3ccccc3Cl)ccc2N2CCOCC2)cc1
45	CC1CN(C(=O)CCC(=O)NCCCN2CCN(Cc3ccccc3)CC2)c2cc(Cl)ccc2O1 (centres undefined)
46	CC(=O)c1sc2nc(C)c3c(c2c1N)CCCC3
47	Cc1c(NC(=S)N2CCN(c3ccc(F)cc3)CC2)c(=O)n(-c2ccccc2)n1C
48	COc1ccc(-c2nn(-c3ccccc3)cc2/C=N/Nc2cccc(C(=O)O)c2)cc1
49	Cc1cccc(-c2nc3sc(C)cc3c(=O)o2)c1
50	CCOc1ccc(NC(=O)N2CCCC2C(=O)NCc2ccco2)cc1 (centres undefined)
51	CCN1CCN(Cc2ccc(NC(=O)c3ccc(C)c(/C=C/c4cnc(Nc5cc(N6CCNCC6)nc(C)n5)cn4)c3)cc2C(F)(F)F)CC1
entry no. | 41 | 42 | 43 | 44 | 45 | 46 | 47 | 48 | 49 | 50 | 51
M18AAP inhibitor | -4 | 9 | 7 | -5 | -13 | 1 | 13 | 33* | 2 | 3 | -9
IMP-1 inhibitor | -1.7 | -2.4 | -0.8 | -2.9 | -0.5 | -1.2 | -3.5 | -3.7 | -1.1 | -3.0 | -0.8
IDE cell activ | 9 | 2 | -4 | 0 | 3 | nt | 4 | 1 | 0 | -1 | 2
IDE cell inh | 5 | -1 | 4 | -4 | 0 | -3 | -1 | nt | 5 | 4 | 1
pCIP destab | 1 | -4 | -2 | 6 | -7 | -3 | -6 | 5 | -7 | -7 | -11
GPR7 antagonist | -11 | -7 | 2 | 0 | -8 | -13 | -12 | -11 | -5 | -8 | -2
VIM-2 inh | -0.7 | -1.8 | -1.7 | 0.8 | -0.6 | 3.1 | -2.7 | -2.8 | -2.3 | -1.8 | 0.0
NALP1 inh | -6 | 6 | 22 | 13 | 18 | 29 | -8 | -5 | 2 | 6 | -9
PHOSPHO1 block | 3 | 51 | 9 | 0 | 38 | 20 | 17 | -31 | 36 | 26 | 4

Taken from above:
pCIP destab with entry 43 : -2
NALP1 inh with entry 51 : -9
